# Screens: PubChem BioAssay, University of Kansas High Throughput Screening Laboratory
# Pf apPOL block = Pf-apPOL inhibitors, biochemical, fluorescence; Plasmodium falciparum apicoplast DNA polymerase (apPOL); Recombinant Pf-apPOL, molecular beacon fluorescence, 1.5 h; inhibition, % at 10 µM; actives 0.25% (n = 210,000); AID 1794808, 2022
# mHTT CaM bind = mutant huntingtin-calmodulin interaction inhibitors – biochemical, AlphaScreen, primary screen; AlphaScreen His-mHTT/GST-CaM binding, luminescence; inhibition, % at 15 µM; actives 3.6% (n = 190,000); P42858; AID 1671202, 2021;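 further: 0% = both proteins with DMSO and 100% = one protein alone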
# An asterisk follows results filed as active; · = no result given; & = joins results of further samples. No stated cut-off is given here; in the data, active means inhibition above about 50%; inactive means the rest.
structure,Pf apPOL block,mHTT CaM bind
O=C(CSc1nc2sc3c(c2c(=O)[nH]1)CCC3)NCc1ccccn1,-10.1,0.1
O=C(NC(=O)N1CCc2ccccc21)c1c(Cl)cccc1Cl,3.1,·
COc1ccccc1C1(CNC(=O)c2sc(-n3cccc3)nc2C)CCOCC1,-6.0,-15.5
CCOc1ccc(-n2ccn3cc(-c4ccc(F)cc4F)nc3c2=O)cc1,-1.3,-5.4
OCc1nc2ccccc2n1Cc1ccc(Cl)c(Cl)c1,1.3,72.7*
O=C(/C=C/c1ccc([N+](=O)[O-])cc1)Nc1cc2cccc([N+](=O)[O-])c2oc1=O,27.8,4.0
CN1C(=O)C2(C(C#N)=C(N)OC3=C2C(=O)CCC3)c2ccccc21 (stereo not drawn),-0.7,-3.0
O=C1Nc2ccccc2C12Oc1ccccc1C1CC(c3ccc(Cl)cc3)=NN12 (stereo not drawn),-3.9,100.0*
O=C(Cc1noc2ccccc12)NCCNc1ccc(Nc2cccnc2)nn1,-4.5,2.7
O=c1c2sccc2nc(SCc2cc(=O)n3ccccc3n2)n1Cc1ccccn1,-6.1,9.0
CCOc1ccc(-c2[nH]nc3c2C(c2ccc(O)c(OC)c2)C(C#N)=C(N)O3)cc1OC (stereo not drawn),-3.8,7.0
O=C(CSc1nc(-c2ccccc2)cc(=O)[nH]1)c1ccc(Cl)s1,6.0&-1.8,·
Cc1cccc(NC(=O)N2CCC(C(=O)NCc3csc(C)n3)CC2)c1,-3.9,9.5
CCCc1nc(-c2c(C)cc(C)nc2NC(=O)c2cc(C)cc(C)c2)no1,-1.4,-0.2
CC(C)N(Cc1ccccc1)C(=O)c1cccc([N+](=O)[O-])c1,-4.4,-0.6
O=C(Nc1c[nH]c(=O)[nH]c1=O)c1ccc(Oc2ccc(C(=O)Nc3c[nH]c(=O)[nH]c3=O)cc2)cc1,-5.1&2.6,3.0&-7.7
COc1ccccc1NC(=O)CN1CCN(Cc2nc3ccccc3n2C)CC1,-12.4,-10.7
CC(C)C(=O)Nc1cc(F)c2nc(N3CCOCC3)ccc2c1,1.1,-3.3
COc1cc(/C=C2\SC(NC(C)=O)=NC2=O)ccc1OCc1ccccc1C,2.9,9.0
COc1cc(C2=N/C(=C\c3ccc(N(C)C)cc3)C(=O)O2)cc(OC)c1OC,-0.1,2.0
O=C(Nc1nnc(C2CC(=O)N(c3ccc(Cl)cc3)C2)o1)c1cccc(F)c1 (stereo not drawn),-3.8,28.9
C=CCOc1ccccc1/C=C1\SC(=O)N(CN2CCOCC2)C1=O,-2.1,4.0
OC(Cc1nc2ccccc2[nH]1)c1nc2ccccc2[nH]1 (stereo not drawn),-1.2,3.0
COc1cc(OC)cc(N2C(=O)CC(Sc3ncn[nH]3)C2=O)c1 (stereo not drawn),-1.6,6.1
Cn1ncc(N2CCCC(C(=O)NCCCc3ccccc3)C2)cc1=O (stereo not drawn),-5.9,-4.0
O=[N+]([O-])c1cccc(C=Nc2cccc3ncccc23)c1O,-0.9,6.0
O=C(O)c1cc(=O)c2c(Cl)cc(Cl)cc2[nH]1,-4.3,·
O=C(NCC1COC2(CCCCC2)O1)c1cccc([N+](=O)[O-])c1 (stereo not drawn),2.0,-0.3
Cc1c(NC(=O)C(C)N2C(=O)c3ccccc3C2=O)c(=O)n(-c2ccccc2)n1C (stereo not drawn),-5.3&2.1,-7.0&-6.2
Cc1c(C=O)c2ccccc2n1CC(N)=O,-1.2,-0.9
Cc1ccc(C)c(NS(=O)(=O)c2ccc(NC(=O)c3ccccc3)cc2)c1,-4.7,4.2
COc1ccc(C2(CNC(=O)c3ccc([N+](=O)[O-])cc3)CCCC2)cc1,-3.6,10.6
CCOC(=O)CNC(=O)Cn1c(-c2cccnc2)nc2ccccc21,-8.7,-10.3
CC(C)CNS(=O)(=O)c1cccc2cnccc12,-1.4,-9.2
CC1CN(C(=O)N2CCOCC2)CCN1C(=O)N1CCOCC1 (stereo not drawn),-3.8,-4.9
CCOc1ccccc1OCCOCCN1CC(C)OC(C)C1 (stereo not drawn),-6.1,-0.5
CC(C)CCNC(=O)C1(C)CCC(=O)N1CCCN1CCCC1 (stereo not drawn),0.3,0.2
C(=C\c1ccccc1)/CN1CCN(C2CCN(CCc3ccccc3)CC2)CC1,8.3,9.2
Brc1cccc(OCCCN2CCCCC2)c1,-1.4,-0.6
O=C(NCc1ccc(F)cc1)C1CCCN(c2ccc(N3CCOCC3)nn2)C1 (stereo not drawn),-5.7,5.5
Cc1ccccc1CSc1ncn[nH]1,-11.4,0.1
CCOc1cc(C(=O)Nc2c3c(nn2C(C)(C)C)CSC3)cc(OCC)c1OCC,7.9,5.0
CC(C)CN(CC(C)C)S(=O)(=O)N1CCC(C(=O)NCC2CCCO2)CC1 (stereo not drawn),-9.4,5.0
CC(C(=O)NCc1cccnc1)C1CCN(S(=O)(=O)c2cccs2)CC1 (stereo not drawn),0.0,-2.7
COc1ccc(-n2cc(C(=O)N3CCSCC3)nn2)cc1,-0.2,-5.0
COc1cc2c(cc1NC(=O)COc1ccccc1F)oc1ccccc12,-0.9,-8.0
CCNc1nccc(N2CCC(CC(=O)NCCCOC)CC2)n1,-6.8,0.6
COc1ccc(OCC(=O)Nc2c[nH]c(=O)[nH]c2=O)cc1,-6.3,1.2
CCCNC(=O)c1n[nH]c2c1CN(C(=O)Cc1cccc(Cl)c1)CC2,-1.0,8.8
CC(CN1CCCCCC1)C(=O)c1ccccc1 (stereo not drawn),2.1,-5.7
Cc1ccc(N2CC(C(=O)Nc3nccs3)CC2=O)cc1 (stereo not drawn),-37.1,1.0
O=C(NCC1(CO)CC1)c1cc(-c2ccccc2)on1,-12.8,-10.3
CC1CCN(c2nc3c(c(=O)n(C)c(=O)n3C)n2CC(=O)c2ccc(Br)cc2)CC1,-3.7,1.0
Cc1oc(C2CCN(C(=O)Nc3ccc(F)cc3)CC2)nc1C(=O)N1CCCC1,3.2,-9.2
CCc1cc2c(=O)c(-c3ccc4c(c3)OCO4)c(C(F)(F)F)oc2cc1OC(C)C,0.7,-4.5
O=C(O)c1ccc(S(=O)(=O)Cc2ccccc2F)c([N+](=O)[O-])c1,-6.2,-1.0
Cc1onc(-c2ccccc2)c1C(=O)Nc1cccnc1,-4.9,1.0
COCCCNC1=NCCCNC12CCCCC2,-0.9,-1.9
COc1ccc(OC)c(NS(=O)(=O)c2ccc3[nH]c(=O)sc3c2)c1,-1.5,32.0
Cn1cc(Cl)c(C=C(C#N)C(=O)c2ccco2)n1,2.0&3.4,·

# Given field by field: 2 of the compounds above.
OCc1nc2ccccc2n1Cc1ccc(Cl)c(Cl)c1
  Pf apPOL block: 1.3
  mHTT CaM bind: 72.7*

O=C(/C=C/c1ccc([N+](=O)[O-])cc1)Nc1cc2cccc([N+](=O)[O-])c2oc1=O
  Pf apPOL block: 27.8
  mHTT CaM bind: 4.0

# The list goes on:
structure,Pf apPOL block,mHTT CaM bind
CCCN1C(=O)Cc2cc(C(=O)N3CCN(c4cccc(C)c4)CC3)ccc21,-4.8,49.0
O=S(=O)(Nc1cccc(F)c1)c1c[nH]c2ncccc12,0.8,-8.2
COC(=O)C12CC3CC(CC(NC(=O)C4(c5ccccc5)CCOCC4)(C3)C1)C2,-2.3,3.1
Cc1cc(C)cc(S(=O)(=O)N2CCC(CN3CCCCCC3)CC2)c1,0.2,4.2
O=C(Nc1nccs1)C1CCC(CNS(=O)(=O)c2ccc(Br)s2)CC1 (stereo not drawn),-6.7,3.0
Cc1noc(-c2nn(C)c3c2CN(C(=O)c2ccc(C(C)C)cc2)CC3)n1,-5.7,1.4
COc1ccc(C=C2Oc3cc(OCC(=O)OC(C)(C)C)ccc3C2=O)cc1,4.4,-8.5
Cc1ccc(S(=O)(=O)Nc2ccc(NC(=O)Cc3ccc(Cl)cc3)cc2)cc1,1.0,14.8
CCOc1ccc(N2CN=c3s/c(=C\c4cccs4)c(=O)n3C2)cc1,4.6,-2.0
COc1ccc(C2SCC(C(=O)O)N2C(C)=O)cc1 (stereo not drawn),3.8,-5.0
Cc1cccn2c(=O)c(/C=C3\SC(=S)N(C(C)C)C3=O)c(N3CCCC3)nc12,·,10.8
CCCc1ccc(Oc2c(C(F)(F)F)oc3c(C)c(OCC)ccc3c2=O)cc1,-4.6,-3.2
CC(=O)c1c(C)oc2c1c1c(c3ccccc32)OCN(CCC2=CCCCC2)C1,-6.7,35.0
CCCNc1nc(OC)nc(OC)n1,-7.0,-3.8
O=C(Nc1ccc(C(F)(F)F)cc1)O[C@H]1CCC12CCCCC2,-5.6,-33.0

# An excerpt of these results, with two lines to a compound.
# Screens in order – Pf apPOL block	mHTT CaM bind
- O=C(NCC1(CO)CC1)c1cc(-c2ccccc2)on1
    -12.8	-10.3
- CC1CCN(c2nc3c(c(=O)n(C)c(=O)n3C)n2CC(=O)c2ccc(Br)cc2)CC1
    -3.7	1.0
- Cc1oc(C2CCN(C(=O)Nc3ccc(F)cc3)CC2)nc1C(=O)N1CCCC1
    3.2	-9.2
- CCc1cc2c(=O)c(-c3ccc4c(c3)OCO4)c(C(F)(F)F)oc2cc1OC(C)C
    0.7	-4.5
- O=C(O)c1ccc(S(=O)(=O)Cc2ccccc2F)c([N+](=O)[O-])c1
    -6.2	-1.0
- Cc1onc(-c2ccccc2)c1C(=O)Nc1cccnc1
    -4.9	1.0
- COCCCNC1=NCCCNC12CCCCC2
    -0.9	-1.9
- COc1ccc(OC)c(NS(=O)(=O)c2ccc3[nH]c(=O)sc3c2)c1
    -1.5	32.0
- Cn1cc(Cl)c(C=C(C#N)C(=O)c2ccco2)n1
    2.0&3.4	·
- CCCN1C(=O)Cc2cc(C(=O)N3CCN(c4cccc(C)c4)CC3)ccc21
    -4.8	49.0
- O=S(=O)(Nc1cccc(F)c1)c1c[nH]c2ncccc12
    0.8	-8.2
- COC(=O)C12CC3CC(CC(NC(=O)C4(c5ccccc5)CCOCC4)(C3)C1)C2
    -2.3	3.1
- Cc1cc(C)cc(S(=O)(=O)N2CCC(CN3CCCCCC3)CC2)c1
    0.2	4.2
- O=C(Nc1nccs1)C1CCC(CNS(=O)(=O)c2ccc(Br)s2)CC1 (stereo not drawn)
    -6.7	3.0
- Cc1noc(-c2nn(C)c3c2CN(C(=O)c2ccc(C(C)C)cc2)CC3)n1
    -5.7	1.4
- COc1ccc(C=C2Oc3cc(OCC(=O)OC(C)(C)C)ccc3C2=O)cc1
    4.4	-8.5
- Cc1ccc(S(=O)(=O)Nc2ccc(NC(=O)Cc3ccc(Cl)cc3)cc2)cc1
    1.0	14.8
- CCOc1ccc(N2CN=c3s/c(=C\c4cccs4)c(=O)n3C2)cc1
    4.6	-2.0
- COc1ccc(C2SCC(C(=O)O)N2C(C)=O)cc1 (stereo not drawn)
    3.8	-5.0
- Cc1cccn2c(=O)c(/C=C3\SC(=S)N(C(C)C)C3=O)c(N3CCCC3)nc12
    ·	10.8
- CCCc1ccc(Oc2c(C(F)(F)F)oc3c(C)c(OCC)ccc3c2=O)cc1
    -4.6	-3.2
- CC(=O)c1c(C)oc2c1c1c(c3ccccc32)OCN(CCC2=CCCCC2)C1
    -6.7	35.0
- CCCNc1nc(OC)nc(OC)n1
    -7.0	-3.8
- O=C(Nc1ccc(C(F)(F)F)cc1)O[C@H]1CCC12CCCCC2
    -5.6	-33.0

# More structures follow.
structure,Pf apPOL block,mHTT CaM bind
N#Cc1cccc(-c2cn3c(n2)N(C(=O)c2cccc(F)c2)CCC3)c1,-3.1,22.2
COc1ccc(Cc2nc(-c3ccc([N+](=O)[O-])cc3)no2)cc1,-5.4,9.0
CCCCOc1ccccc1NC(=O)c1cccnc1,-3.7,0.0
Cc1noc(CNC(=O)C2CCN(C(=O)c3ccc(Cn4ccnc4)cc3)CC2)n1,-2.3,-13.0
CCCCNC(=O)C1CC(=O)N(CCc2c[nH]c3ccc(C)cc23)C1 (stereo not drawn),-5.0,5.5
O=C1C(=Cc2ccc([N+](=O)[O-])cc2)N=C2SCCCN12,-8.3,·
CCc1ccc(NC(=O)N2CCc3nc(-c4ccc(OC)cc4)ncc3C2)cc1,8.1,-10.7
O=C(CCN1CCCCCC1)Nc1ccc(Br)cc1,-1.3,4.1
O=C(CSc1nnc(COc2ccc3c(c2)CCCC3)o1)Nc1ccc(F)cc1,-0.4,-12.0
CCOc1cccc(C2CC(c3ccc(C)cc3)=NC3(CCN(C)CC3)N2)c1O (stereo not drawn),1.3,3.6
N#CCC(=O)NNC(=S)Nc1ccc(Cl)c(Cl)c1,-185.7,·
Cc1nnc2c(NC(=O)C3CCC3)cccn12,-2.8,-4.7
Cc1cccc(-c2noc(-c3cccnc3N3CCC(C(=O)N4CCSCC4)CC3)n2)c1,0.9,-34.5
CSc1cccc(NC(=O)c2cn3c(n2)CCCC3)c1,1.7,30.0
CCOc1ccc(C(O)CN2CCN(c3ccccc3)CC2)cc1 (stereo not drawn),-4.1,4.1
CCOc1ccc(C(=O)N2CCCC3(C2)NC(=O)N(Cc2ccc(C)cc2)C3=O)cc1 (stereo not drawn),-4.8,-0.3
CN(C)CCNC(=O)c1ccc(Cl)cc1Cl,-1.8,-1.0
COc1ccc(CNc2oc(-c3ccc(C)cc3)nc2C#N)cc1,1.8,28.0
CCCCN1CC(COCc2ccccc2)OCCS1(=O)=O (stereo not drawn),6.7,-2.0
CC(C)CCNC(=O)C1(C)CCC(=O)N1Cc1ccc2c(c1)OCO2 (stereo not drawn),-0.5,-6.3
CNC(=O)C(C)NC(=O)C12CC3CC(CC(C3)C1)C2 (stereo not drawn),-9.4,-0.9
